ALOX12 inh: Primary qHTS assay for inhibitors of human arachidonate 12S-lipoxygenase (ALOX12): Round 2; purified 12hLO, xylenol orange hydroperoxide absorbance; Potency, µM (titrated, usually from 108 µM), for the others: top-dose activity change, negative = inhibition, usual class: inhibitors; 580,000 tested, 1.1% active; active = well fitted inhibition curve with a large enough effect; inconclusive = small, poorly fitted or top-dose-only effect, or another doubt; inactive = no such curve, though single readings can be large or run the other way
Target sequence (P18054 whole entry, looked up): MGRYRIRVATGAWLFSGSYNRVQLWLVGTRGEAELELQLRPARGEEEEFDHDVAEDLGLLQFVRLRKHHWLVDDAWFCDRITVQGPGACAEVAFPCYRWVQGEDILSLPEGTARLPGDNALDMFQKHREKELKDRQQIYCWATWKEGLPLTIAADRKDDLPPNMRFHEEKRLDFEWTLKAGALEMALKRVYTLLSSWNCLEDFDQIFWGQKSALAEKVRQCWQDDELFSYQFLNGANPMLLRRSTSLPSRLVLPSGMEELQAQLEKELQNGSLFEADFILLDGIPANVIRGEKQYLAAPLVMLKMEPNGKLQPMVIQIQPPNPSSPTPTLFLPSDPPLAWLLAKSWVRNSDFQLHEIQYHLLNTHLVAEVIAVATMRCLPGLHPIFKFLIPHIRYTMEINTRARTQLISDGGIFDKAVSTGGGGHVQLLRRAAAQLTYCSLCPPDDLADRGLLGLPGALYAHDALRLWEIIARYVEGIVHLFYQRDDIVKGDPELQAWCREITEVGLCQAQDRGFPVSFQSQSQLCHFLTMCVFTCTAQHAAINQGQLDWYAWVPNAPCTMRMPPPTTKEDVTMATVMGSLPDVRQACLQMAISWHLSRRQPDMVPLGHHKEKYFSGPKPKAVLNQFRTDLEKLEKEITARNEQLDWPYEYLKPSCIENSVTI
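Purified human 12hLO (150 nM final) in 25 mM Hepes, 0.01% Triton X-100, pH 7.0 was preincubated 15 min at room temperature with compound. Then 40 uM arachidonic acid was added, 30 min. Hydroperoxide was read by Fe-XO absorbance ratio 573/405 nm.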
Starred values were filed as active, the others as inactive; u = inconclusive; [ ] = dose if it differs, or a comment. % is scaled to controls: 0 for no effect and ±100 for the full control effect; potency is read from the fitted curve at half-maximal effect. Only part of the results is shown (hit frequency here may not be typical).

canonical_smiles,ALOX12 inh
Cc1cccc(OC(=O)C(c2ccccc2)c2ccccc2)c1,45%[activator]
COc1cccc(CNC(=O)Cn2c(-c3ccc(F)cc3)nc(C)c(CCO)c2=O)c1,36%[activator]
COc1cccc(C(=O)N2CCC(n3cc(-c4nc(-c5ccccc5)no4)nn3)CC2)c1OC,2%
Cc1cc(Sc2ccc(NC(=O)c3cccc(Cl)c3)cc2)c2ccccc2n1,u
O=C(COc1cccc(Br)c1)Nc1ccc2[nH]ncc2c1,4%
CC1(C)[C@H](Cc2cc(CN3CCCCC3)on2)C[C@@H]1NC(=O)c1ccco1,7%[176 µM]
CC(C)(Oc1nn(Cc2cccc(Cl)c2)c2ccccc12)C(=O)N1CCCC1,u
CC(C)Cc1cc(CNC(=O)[C@H]2CNC[C@H](C(=O)N3CCCC3)C2)no1,7%
COc1ccc(NC2CCCN(C(=O)c3cc(C(C)=O)n[nH]3)C2)cc1OC (stereo unspecified),9%
COc1cccc(CNC(=O)Cn2ccn3nc(-c4ccccc4)c(CO)c3c2=O)c1,1%
CCc1cc(C(=O)NCC2Cc3cc(-c4ccccc4C(C)=O)ccc3O2)no1 (stereo unspecified),9%
CCOc1ccccc1C(=O)NC1CCN(c2cc(-c3ccccc3)[nH]n2)C1 (stereo unspecified),22%
O=C(Cn1ccn2nc(-c3ccccc3)c(CO)c2c1=O)Nc1ccc(Br)cc1,-12%
O=C(Nc1cccc(F)c1)C1=NO[C@@H]2CN(c3ccccn3)C[C@H]12,1%[176 µM]
FC(F)(F)c1cccc(CSc2nnc(-c3cccnc3)n2-c2ccc(Br)cc2)c1,-4%
COc1ccc(N2CCN(C(=O)C(=O)c3cccc([N+](=O)[O-])c3)CC2)cc1,-10%
CCOc1cc(/C=C/C(=O)c2ccc(OC(F)F)cc2)cc(Cl)c1OC,-32%
COc1ccc(C(=O)N2CCC3(CC2)NC(=O)N(c2cccc(F)c2)N3)cc1F,2µM*
COC(=O)c1cccc(NC(=O)CN2CCN(c3oc(-c4ccco4)nc3C#N)CC2)c1,u
CCNC(=O)N(C)Cc1nc(-c2ccc(Cl)cc2)no1,20%

Some values from the entries so far.
`O=C(Cn1ccn2nc(-c3ccccc3)c(CO)c2c1=O)Nc1ccc(Br)cc1` in ALOX12 inh shows -12%
`COc1ccc(N2CCN(C(=O)C(=O)c3cccc([N+](=O)[O-])c3)CC2)cc1` in ALOX12 inh shows -10%
`CCNC(=O)N(C)Cc1nc(-c2ccc(Cl)cc2)no1` in ALOX12 inh shows 20%
`CCOc1cc(/C=C/C(=O)c2ccc(OC(F)F)cc2)cc(Cl)c1OC` in ALOX12 inh shows -32%

The list goes on:
canonical_smiles,ALOX12 inh
O=C(Nc1ccc(NC(=O)C(F)(F)C(F)(F)OC(F)(F)F)cc1)C(F)(F)C(F)(F)OC(F)(F)F,6%
CN(C)S(=O)(=O)N1CCCN(Cc2ccncc2)C(c2ccccc2)CC(=O)NCC1 (stereo unspecified),46%[activator]
FC(F)(F)c1cccc(/C=C(/Cl)c2nc3ccccc3[nH]2)c1,27%
CCOc1cc(/C=C/c2ccc3ccccc3n2)ccc1O,u
Cc1cc(Oc2ccc(CN)cc2)nc2ccccc12,6%[12.5 µM]
Cc1cc(C(=O)N2CCOC(CC(c3ccccc3)c3ccccc3)C2)no1 (stereo unspecified),-7%
CCCCCn1c(NCCO)nc2c1c(=O)[nH]c(=O)n2C,-8%
COc1ccc(C(=O)N2CCC(N3C(=O)[C@H](OC)[C@@H]3c3ccncc3)CC2)c(OC)c1,21%
CC(C)CNC(=O)c1cc2cn(C3CC3)cc2s1,13%
Clc1cc(Cn2nnc(-c3ccccc3Br)n2)cc2c1OCCCO2,4%
Cc1ccc(C(=O)N[C@@H]2CN(C)C[C@H]2CN(C)C)c(C)c1,93%[activator]
COc1ccc(CN2C(=O)CSCC2(C)C(=O)NC(C)C)cc1 (stereo unspecified),2%
CCc1noc(C)c1C(=O)N1CCC(CCC(=O)NCc2cccc(C(F)(F)F)c2)CC1,16%
NC(=O)C(Sc1ccc(C(F)(F)F)cn1)c1ccccc1 (stereo unspecified),u
N#Cc1ccc(CCC(=O)c2cccs2)cc1,u
CN1CCN(C(=O)c2ccc(NC(=O)c3ccc(Br)o3)cc2)CC1,0%
O=C(c1ccc(F)c(F)c1)c1cc2ccccc2o1,9%
COc1ccc(Cl)cc1-c1ccc2c(c1)C(=O)N1CCN(C(=O)c3cccs3)C[C@@H]1C(=O)N2,-15%
COc1ccc(-c2noc(C(=O)N(C)C)c2[C@H](C)O)cc1,32%[176 µM]
COc1cccc(C(=O)N2CCCCC2c2n[nH]c(C)n2)c1 (stereo unspecified),27%
O=C(Nc1cc(C(F)(F)F)ccc1Cl)C(F)(F)C(F)(F)C(F)(F)C(F)(F)C(=O)Nc1cc(C(F)(F)F)ccc1Cl,-23%
COC(=O)c1ccc2nc(-c3ccc(OC)c(OC)c3)c(Cc3cccc(F)c3)n2c1,u
Cc1cc(C)n2c(Nc3c(C)cccc3C)c(-c3ccccn3)nc2n1,-8%
O=C(CC1CC1)N1CC(F)(F)C[C@H]1c1nc(-c2ccncc2)no1,46%[activator]
S=C(NC1CCCCC1)NC12CC3CC(CC(C3)C1)C2,u
CN(C)S(=O)(=O)c1ccc2oc(SCCOc3ccccc3F)nc2c1,15%
Cc1ccc(NC(=O)C23CC4CC(CC(C4)C2)C3)cc1Cl,27%
CC(C)(CNC(=O)Cc1n[nH]c(=O)c2ccccc12)c1ccc(Br)cc1,-12%
CC(=O)NC1(C)CCN(Cc2ccccc2-c2ccc3c(ccn3C)c2)C1 (stereo unspecified),28µM*
Cc1ccccc1C(=O)N(C)C1CCN(CCc2ccccn2)CC1,6%

Continued (2 carried over from the part before).
canonical_smiles,ALOX12 inh
CC(=O)NC1(C)CCN(Cc2ccccc2-c2ccc3c(ccn3C)c2)C1 (stereo unspecified),28µM*
Cc1ccccc1C(=O)N(C)C1CCN(CCc2ccccn2)CC1,6%
COc1ccc(-c2c(C(F)(F)F)oc3cc(OC(C)=O)ccc3c2=O)cc1,u
CC(C)C(=O)NCC(=O)N1CCCCCCNC(=O)CC1c1ccccc1 (stereo unspecified),15%
O=C1CCCN1CCCN1C(=O)[C@H]2CN(Cc3ccc(Br)cc3)C[C@H]2C1=O,36%[activator]
CNC(=O)[C@@H]1CN(S(=O)(=O)c2cccc(C#N)c2)C[C@H]1C1CCN(C)CC1,-4%
COc1ccc2c(c1)C(CC(C)=O)N(c1ccc(-c3cnc(OC)nc3)cc1)C(c1ccsc1)=C2 (stereo unspecified),-76%
CC1(C)[C@H](Cc2cc(CN3CCCCC3)on2)C[C@@H]1N,21%[176 µM]
Cc1nc2ccccc2nc1CS(=O)(=O)CC(=O)NC1CCCC1,u
CCOc1ccc(S(=O)(=O)N2CCN(C(C(=O)O)c3c[nH]c4cc(Cl)ccc34)CC2)cc1 (stereo unspecified),-11%
N#Cc1ccc(C(=O)N[C@@H](Cc2ccccc2)C(=O)N2CCCOCCNC(=O)CC2)cc1,43%[activator]
CC(=O)Nc1ccc(CN2C(=O)OC3(CCN(Cc4ccccc4)CC3)C2(C)c2ccccc2)cc1 (stereo unspecified),53%[activator]
NC(=O)C1CN(CC(=O)Nc2ccccc2Sc2ccccc2)c2ccccc2O1 (stereo unspecified),u
Cc1nnc(SCC(=O)c2c[nH]c(C(=O)N3CCCC3)c2)n1C1CC1,1%
CN(C)C[C@@H]1CN(S(C)(=O)=O)C[C@H]1NC(=O)C1(c2ccccc2)CCCC1,10%
Cc1[nH]c2ccccc2c1C(=O)C(=O)NC1CCS(=O)(=O)C1 (stereo unspecified),8%
COc1cccc(Nc2ncc3ncc(=O)n(C[C@H]4CCCO4)c3n2)c1,0%
CCOC(=O)C1C(=O)C=C(c2ccccc2)CC1c1ccc(Br)cc1 (stereo unspecified),10%
CC(C)(C)OC(=O)N1CCCN(C(c2ccnc3ccccc23)c2nnnn2-c2ccc3c(c2)OCCO3)CC1 (stereo unspecified),u
COc1ccc(N2CCN(C(=O)CN3C(=O)NC4(CCC(C)CC4)C3=O)CC2)cc1 (stereo unspecified),-2%
CC(=O)[C@H]1CC[C@H]2[C@@H]3CC[C@H]4CC(=O)CC[C@]4(C)[C@H]3C(=O)C[C@]12C,10%
O=C(Nc1ccc(-n2cccn2)c(F)c1)C1CCCN1C(=O)c1ccco1 (stereo unspecified),16%
Cc1ccc2c(CN(Cc3ccco3)Cc3ccco3)cc(=O)oc2c1C,8%
CC(=O)N(c1cccc(Cl)c1)c1nc(COC(=O)C=C(C)C)cs1,u
O=C(c1cnccn1)N1CCC[C@@]2(CCN(Cc3nccs3)C2)C1,-1%[57.4 µM]
COc1cccc(CC(=O)N2CCCC3(C2)NC(=O)N(Cc2ccc(Cl)cc2)C3=O)c1 (stereo unspecified),u
CN(C)c1ccc(N=C(C#N)c2ccccc2)cc1,-2%
O=C(CC1=C2CCCCC2N(Cc2ccccc2)C1=O)NCCc1c[nH]c2ccccc12 (stereo unspecified),u
COC(=O)c1ccc(Oc2c(C)oc3cc(OCc4ccccc4F)ccc3c2=O)cc1,-8%
COC(=O)C1=C(C)N(Cc2ccccc2C(F)(F)F)C(=NCc2ccc(C(F)(F)F)cc2)NC1c1cccc(C(F)(F)F)c1 (stereo unspecified),-8%
Cc1ccc2nc(C3CCCN(Cc4cccs4)C3)[nH]c(=O)c2c1 (stereo unspecified),u
O=C(Nc1ccccc1O)c1ccc[n+]([O-])c1,10%
CC(C)N1C(=O)C2(CCCC2)C1C(=O)NCCCN1CCN(c2ccccc2)CC1 (stereo unspecified),10%
Cc1ccc(C)n1C1C(=O)N(Cc2ccc(C(C)C)cc2)c2ccc(F)cc21 (stereo unspecified),35µM*
CNC(=O)c1ccc(-c2nc(CN3CCN(C(=O)Nc4ccccc4Cl)CC3)c(C)o2)cc1,6%
N#Cc1ccc(C(=O)N2CC(F)(F)C[C@H]2c2nc(C3CC3)no2)cc1,11%
O=C(c1ccccc1F)N(Cc1cccs1)C1CC1,-1%
COCc1ccc(CNC(=O)/C=C/c2ccc(C)s2)cc1,u
COc1ccc(-c2ccc3c(c2)N(C(C)C)C(=O)COC3)cc1,-2%
CCCCNC(=O)c1cccc2cccnc12,7%
Cc1ccc(C2C(C#N)=C(SCC(=O)Nc3cccc(Cl)c3)NC3=C2C(=O)CCC3)o1 (stereo unspecified),u
Cc1ccc(CN(C)Cc2ccc(F)cc2)cc1,14%[176 µM]
COc1nc2ccccc2nc1N1CCC(C(=O)Nc2ccc(NC(C)=O)cc2)CC1,u
COc1ccc(S(=O)(=O)N2CCCc3nc(-c4ccc(F)cc4)ccc32)cc1,1%
CC1CN=C(c2cc(Cl)c(N)c(Cl)c2)c2c3ccccc3[n+]([O-])n21 (stereo unspecified),u
CC(=O)N1CCC([C@@H]2CN(Cc3ccccc3C(F)(F)F)C[C@H]2CO)CC1,35%
Cc1nc(C)c(C(=O)N(C)C2CCc3nn(CC4CC4)c(=O)n3CC2)s1 (stereo unspecified),64%[activator]
COCCC(=O)N1CCCN(C(=O)C2CC2)c2ccccc21,3%
CC1(CCCCN2CCOCC2)COc2ccc(C(=O)Nc3ccc4[nH]ccc4c3)cc2N1 (stereo unspecified),-17%
N#Cc1ccc(CN2CCC3(CC2)CCN(C(=O)c2cnccn2)CC3)cc1,-6%[57.4 µM]
CNC(=O)[C@@H]1C[C@H](Oc2ccccc2)CN1C(=O)c1cc(C)n(CCCOC)c1C,52%
O=C(Nc1cccc(N2CCCC2=O)c1)c1ccc(-n2cnc3ccccc32)cc1,55%

Remaining list, next part.
canonical_smiles,ALOX12 inh
O=C(CCSc1ccccc1Cl)OCC(=O)c1ccc(C2CCCCC2)cc1,-3%
O=C(NCc1cccnc1)c1nc(-c2cccc(C(F)(F)F)c2)c2ccccn12,5%
NC(=O)c1c(N)[nH]c(C(=O)c2ccccc2)c1-c1ccc2c(c1)OCO2,-17%
O=C(NC1CCCN(c2cc(N3CCCC3)ncn2)C1)c1cccs1 (stereo unspecified),12%
CCCNC(=O)c1ccc2c(c1)NC(=O)CS2,-58%
CSC1=N/C(=C\c2ccc3ccccc3c2)C(=O)S1,u
Cc1nnc(NC(=O)c2cc(-c3cccc(C)c3O)n[nH]2)s1,6%
CC1(CCCCc2ccccc2)COc2ccc(C(=O)NCc3cnccn3)cc2N1 (stereo unspecified),-8%[176 µM]

Sorted by count of non-hydrogen atoms (rising): some entries from above
canonical_smiles,ALOX12 inh
CCCNC(=O)c1ccc2c(c1)NC(=O)CS2,-58%
CSC1=N/C(=C\c2ccc3ccccc3c2)C(=O)S1,u
Cc1nnc(NC(=O)c2cc(-c3cccc(C)c3O)n[nH]2)s1,6%
NC(=O)c1c(N)[nH]c(C(=O)c2ccccc2)c1-c1ccc2c(c1)OCO2,-17%
O=C(CCSc1ccccc1Cl)OCC(=O)c1ccc(C2CCCCC2)cc1,-3%
O=C(Nc1cccc(N2CCCC2=O)c1)c1ccc(-n2cnc3ccccc32)cc1,55%
CC1(CCCCc2ccccc2)COc2ccc(C(=O)NCc3cnccn3)cc2N1 (stereo unspecified),-8%[176 µM]
